Screening data from PubChem.
INS promoter inh: TRM-6 insulin promoter activity inhibition; TRM-6 cells (human fetal islet line), insulin promoter-eGFP reporter, imaging; reporter expression induced with tamoxifen; AID 1273; inhibition, % at 2 µM; actives 0.9% (n = 130,000);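 active = inhibition above the mean plus 3 SD, with well images judged a real hit on visual review, cut at about 60% in these data, passing the limit was not always enough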
SDO1 yeast rescue: compounds rescuing growth of sdo1-depleted yeast, bone marrow failure model | S. cerevisiae sdo1-depleted JHY4D growth rescue, OD600 30 h; hits give high values; pdr5 snq2 efflux-pump mutant strain | actives 0.21% (n = 140,000) | AID 817 | z-score at 10 µM;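 active = z-score above 3 at both the 24 hr and the 30 hr optical density reads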;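 note: z-score against mean and SD of all compound wells on the same plate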
SDO1 yeast rescue Rescue 24 h: also measured in SDO1 yeast rescue; calls as there; z-score; S. cerevisiae sdo1-depleted JHY4D growth rescue, OD600; measured here: growth rescue at 24 h;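 0 is the plate mean of compound wells and units are plate SD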
* = called active by the depositor; i = inactive; x = not tested or not shown. An excerpt; the hit share may differ from the screen's.

no. | Molecule | SDO1 yeast rescue | INS promoter inh | SDO1 yeast rescue Rescue 24 h
1 | CNC(=O)C1CCC(=O)N1Cc1ccccc1Cl (stereo not given) | 0.86 | -47 | 0.89
2 | COc1ccccc1N1CCN(C(=O)C(=O)N/N=C/c2cccc(O)c2)CC1 | 0.87 | 3 | 1.4
3 | Cc1cc([N+](=O)[O-])nn1CC(=O)Nc1ccc(Cc2ccncc2)cc1 | -0.57 | -42 | 0.18
4 | COC(=O)c1cc(OC)c(OC)cc1NC(=O)Nc1ccc(OC)cc1 | 1.9 | 44 | 1.9
5 | CC(=O)Nc1cc(OC(C)=O)c2nonc2c1OC(C)=O | x | i | x
6 | O=C(CSc1nnc(-c2ccc(Cl)cc2)n1Cc1ccco1)NCc1ccc2c(c1)OCO2 | -1.8 | -80 | -1.7
7 | CC1CCCN(C(=O)CN2CCN(C(=O)c3ccco3)CC2)C1 (stereo not given) | 1.6 | 63 | 2.6
8 | NC(=S)Nn1c(-c2ccccc2)nc2ccccc2c1=O | 11* | -3 | 13*
9 | O=C(Cn1cnc2ccccc21)N/N=C/c1ccc([N+](=O)[O-])cc1 | 0.18 | 10 | -0.6
10 | Cc1cc(C)c(S(C)(=O)=O)c(NN)n1 | x | 9 | x
11 | CC(=O)Nc1cccc(NC(=O)c2sc3ncn(CC(=O)N4CCCCC4)c(=O)c3c2C)c1 | 0.88 | x | 0.71
12 | COc1ccc(-n2nc(C(=O)NCC(=O)N3CCN(c4ccccn4)CC3)c3ccccc3c2=O)cc1 | -1.3 | 29 | -1.1
13 | O=Cc1cccc(Oc2ncccn2)c1 | x | 20 | x
14 | Cc1ccccc1NC(=O)COC(=O)CNC(=O)c1sc2ccccc2c1Cl | 1.3 | -11 | 1.5
15 | Cc1cc(C(=O)CSc2nnc(-c3ccccc3)n2Cc2ccc3c(c2)OCO3)c(C)n1C | -0.22 | x | 2.7
16 | N#CC1=C(N)N(c2ccccc2Sc2ccccc2)C(=O)C1 | 0.1 | x | -0.34
17 | CCN(CC)S(=O)(=O)c1cc(C(=O)Nc2cc(Cl)ccc2N2CCN(C)CC2)ccc1Cl | -2.4 | 24 | -1.2
18 | COC(=O)c1c(N)c(C#N)c(C)n1-c1ccccc1 | 0.33 | x | 0.39
19 | c1ccc(-c2ccc(-n3ccnc3)cc2)cc1 | -0.91 | 21 | 0.22
20 | O=C(NCCCn1ccnc1)c1csc2ccccc12 | 0.08 | 6 | -0.5
21 | Cc1cccc(C2(c3cccc(C)c3)CC2C(=O)Nc2ccc([N+](=O)[O-])cc2O)c1 (stereo not given) | -1.7 | 10 | -1
22 | C=C(C)COc1ccc2c(CC)cc(=O)oc2c1C | -1.2 | 11 | -0.47
23 | O=C1/C(=C\Nc2ccccc2)CCN1c1ncccn1 | -0.44 | x | -2
24 | COc1ccc(N(C)S(=O)(=O)c2cccc(C(=O)OCC(=O)Nc3sc4c(c3C#N)CCCCC4)c2)cc1 | -1 | 11 | -0.73
25 | COc1ccc(-c2c3c(nc4sc5c(=O)[nH]c(C)nc5c24)CCC3)cc1 | -0.38 | 6 | 0.81
26 | Cc1ccc(S(=O)(=O)Cc2cn3cccnc3n2)cc1 | 1.2 | x | 0.93
27 | CC(C)(C)NC(=O)COC(=O)c1ccc(O)cc1 | 0.24 | -32 | -0.78
28 | Oc1c(C(c2ccco2)N2CCC3(CC2)OCCO3)sc2ncnn12 (stereo not given) | 1.7 | x | 2
29 | NC(=O)CCC(=O)N1CCCC(C(=O)c2ccc3c4c(cccc24)CC3)C1 (stereo not given) | x | -30 | x
30 | Cc1ccc(NC(=S)N(CCCN2CCOCC2)Cc2ccccn2)cc1 | 1.5 | 9 | 1.6
31 | COc1ccc(/C=c2/sc3n(c2=O)C(c2ccccc2OC)C2=C(N=3)c3ccccc3CC2)cc1O (stereo not given) | -1.3 | -29 | 0.21
32 | CCc1nnc(NC(=O)CSc2nc3cc4c(cc3cc2C)OCCO4)s1 | -1.5 | 11 | 0.34
33 | Cc1nc(C)c(C(=O)C2=C(O)C(=O)N(CCCn3ccnc3)C2c2ccc(Cl)cc2)s1 (stereo not given) | 1.2 | x | 0.73
34 | Cc1nnc(NC(=O)c2cccc(Br)c2)s1 | 0.6 | -22 | 0.3
35 | CCOCc1nnc(NC(=O)CCc2ccccc2)s1 | 0.58 | 26 | 0.17
36 | CCOc1ccc(CCNC(=O)CCS(=O)(=O)c2ccc(OC)cc2)cc1OCC | x | -57 | x
37 | CCc1ccc(CNn2cnnc2SCC(=O)NC(C)(C)C)cc1 | -0.53 | -56 | -0.42
38 | Cc1cc(C)c2nc(NC(=O)c3cccc(S(=O)(=O)N4CCc5ccccc54)c3)sc2c1 | 0.03 | 32 | -0.02
39 | CCOC(=O)C(C)Sc1ncc(OC)c(=O)[nH]1 (stereo not given) | 1.5 | 0 | 0.95
40 | CCCCC(CC)C(=O)N1CCN(C(=O)c2ccco2)CC1 (stereo not given) | x | 21 | x
41 | COc1ccc(O)c(C(=O)CC(=O)c2ccc(F)cc2)c1 | -1.2 | x | -0.18
42 | O=C(/C(=C\c1ccccc1)c1nc2ccccc2[nH]1)c1ccc(Cl)cc1 | -1.9 | x | -1.2
43 | CC(C)Cc1nc2sc3c(=O)n(N)cnc3c2c2c1COC(C)(C)C2 | -0.82 | x | -0.89
44 | CS(=O)(=O)Nc1ccc(C2=NN(C(=O)C3CCCCC3)C(c3cccs3)C2)cc1 (stereo not given) | 0 | 13 | -0.56
45 | Cc1csc(SCCn2c(N3CCN(c4ccccc4)CC3)nc3c2c(=O)[nH]c(=O)n3C)n1 | 0.07 | -16 | -0.32
46 | c1ccc(N2CCN(c3ncnc4sc5c(c34)CCC5)CC2)cc1 | -1 | -250 | -0.58
47 | Cn1c(NCCCO)nc2ccccc21 | 0.87 | -11 | 0.45
48 | Oc1ccccc1N=Cc1sc2ccccc2c1Cl | 0.16 | x | 0.91
49 | O=C(c1ccc(Cl)s1)N1CCOCC1 | 0.38 | 45 | 1.2
50 | CC(C)(C)NC(=O)COc1ccc(CNCc2cccs2)cc1 | 0.96 | x | 0.32
51 | Cc1nnc(NC(=O)C2CCN(S(=O)(=O)c3ccc(Cl)cc3)CC2)s1 | x | 13 | x
52 | Cc1cc(C)c(C#N)c(SCc2[nH]nc3c2C(c2ccc(F)cc2)C(C#N)=C(N)O3)n1 (stereo not given) | 0.11 | 63 | 0
53 | CCOC(=O)c1cccc(-n2c(-c3ccc(OC)cc3)nc3nc4ccccc4nc32)c1 | -1.1 | -43 | 0.32
54 | O=C(Nc1ccc(O)c(C(=O)O)c1)c1ccc2c(c1)C(=O)N(CC1CCCO1)C2=O (stereo not given) | 0.37 | x | 0.5
55 | CCOC(=O)c1c(-n2cccc2)sc2c1CCCC2=O | -0.14 | -58 | -0.11
56 | Cc1cc(OCCOCCN(C)CCO)cc(C)c1Cl | 0.07 | -89 | -0.01
57 | c1ccc(-n2nc3c(ccc4cnnc43)[nH]2)cc1 | -1.2 | x | -0.2
58 | Cc1cc(C)nc(Nc2nc(C)c3cc4c(cc3n2)OCO4)n1 | 0.27 | 8 | 0.1
59 | COc1ccccc1NC(=O)Oc1ccc(NC(=O)c2ccco2)cc1 | 0.57 | 0 | 0.98
60 | CCOC(=O)c1ccc(NC(=O)N2CCc3ccccc32)cc1 | -0.26 | -151 | 1.1
61 | CCn1nnnc1SCC(=O)NCc1cccs1 | 0.22 | x | 0.05
62 | O=C1C(=Cc2ccco2)C(=O)c2ccccc21 | -0.21 | -26 | -0.03
63 | CCNc1nc(NC(C)C)nc(SCCOC(=O)c2ccccc2)n1 | -0.56 | 56 | -1.2

2 compounds picked at random from those above:
no. | Molecule | SDO1 yeast rescue | INS promoter inh | SDO1 yeast rescue Rescue 24 h
42 | O=C(/C(=C\c1ccccc1)c1nc2ccccc2[nH]1)c1ccc(Cl)cc1 | -1.9 | x | -1.2
43 | CC(C)Cc1nc2sc3c(=O)n(N)cnc3c2c2c1COC(C)(C)C2 | -0.82 | x | -0.89

By substructure, the entries above with an aryl methoxy group (11)
no. | Molecule | SDO1 yeast rescue | INS promoter inh | SDO1 yeast rescue Rescue 24 h
2 | COc1ccccc1N1CCN(C(=O)C(=O)N/N=C/c2cccc(O)c2)CC1 | 0.87 | 3 | 1.4
4 | COC(=O)c1cc(OC)c(OC)cc1NC(=O)Nc1ccc(OC)cc1 | 1.9 | 44 | 1.9
12 | COc1ccc(-n2nc(C(=O)NCC(=O)N3CCN(c4ccccn4)CC3)c3ccccc3c2=O)cc1 | -1.3 | 29 | -1.1
24 | COc1ccc(N(C)S(=O)(=O)c2cccc(C(=O)OCC(=O)Nc3sc4c(c3C#N)CCCCC4)c2)cc1 | -1 | 11 | -0.73
25 | COc1ccc(-c2c3c(nc4sc5c(=O)[nH]c(C)nc5c24)CCC3)cc1 | -0.38 | 6 | 0.81
31 | COc1ccc(/C=c2/sc3n(c2=O)C(c2ccccc2OC)C2=C(N=3)c3ccccc3CC2)cc1O (stereo not given) | -1.3 | -29 | 0.21
36 | CCOc1ccc(CCNC(=O)CCS(=O)(=O)c2ccc(OC)cc2)cc1OCC | x | -57 | x
39 | CCOC(=O)C(C)Sc1ncc(OC)c(=O)[nH]1 (stereo not given) | 1.5 | 0 | 0.95
41 | COc1ccc(O)c(C(=O)CC(=O)c2ccc(F)cc2)c1 | -1.2 | x | -0.18
53 | CCOC(=O)c1cccc(-n2c(-c3ccc(OC)cc3)nc3nc4ccccc4nc32)c1 | -1.1 | -43 | 0.32
59 | COc1ccccc1NC(=O)Oc1ccc(NC(=O)c2ccco2)cc1 | 0.57 | 0 | 0.98
